Assay outcomes from PubChem BioAssay.
TbPYK inhibitor – blocks Trypanosoma brucei pyruvate kinase; TbPYK enzyme, Kinase-Glo Plus ATP luminescence, 45 min; Potency, µM (series often up to 76.8 µM), for the others: at the highest dose activity, negative = inhibition, actives largely listed as inhibitors; 410,000 compounds, 0.12% hits; AID 624173; active means well fitted inhibition curve with a large enough effect; inconclusive means small, poorly fitted or top-dose-only effect; further: nearly all actives have a fitted effect of over 50% in size
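Luminescent Kinase-Glo Plus end-point after 45 min room-temperature reaction of T. brucei pyruvate kinase started with 130 uM ADP (final). Buffer TEA 50 mM pH 7.2 with KCl, MgCl2, BSA, Tween-20; titration-based qHTS with fitted concentration-effect curves.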
Active calls of the source: *; [ ] = dose if it differs, or a comment. On the % scale 0 is the no-effect control and ±100 the full control effect; potency means the concentration at half of the fitted maximal effect. The list is partial (hit frequency here may not be typical).

`CCOC(=O)c1c(NC(=O)/C=C/c2ccc(OCC)cc2)sc2c1CCC2` gave TbPYK inhibitor 1.8%.
`Cc1ccc(CSc2nnc3[nH]c(=O)cc(-c4ccccc4)n23)cc1` gave TbPYK inhibitor -0.9%.
For Cc1ccnc(NS(=O)(=O)c2ccc(NC(=O)c3cccc(Cl)c3)cc2)n1 the results were TbPYK inhibitor 1.6%.
For O=C(Cn1c(-c2cccs2)cc2ccccc21)N1CCN(c2ccccc2F)CC1 the results were TbPYK inhibitor -3.8%.
For COc1ccc(Cn2c(=O)n(-c3ccc(OC)cc3)c(=O)c3c2c2cc(OC)ccc2n3C)cc1 the results were TbPYK inhibitor -5.7%.
Cc1ccc(S(=O)(=O)NCCc2nnc3ccc(N4CCOCC4)nn23)cc1 was read as TbPYK inhibitor -0.4%.
Screening Cc1cnc(CNC(=O)c2ccc3sc([C@@H]4O[C@H](CO)[C@H](O)[C@H](O)[C@H]4O)nc3c2)cn1 returned TbPYK inhibitor 1.9%.
Cn1c(=O)n(C)c2cc(CNCCc3ccccc3)ccc21 was read as TbPYK inhibitor 2.8%.
For CCCCOc1ccc(C(=O)N(Cc2ccco2)Cc2ccco2)cc1 the results were TbPYK inhibitor 1.9%.
Screening CC(C)[C@@H](CO)NC(=O)[C@H]1O[C@@H](n2cnc3c(N)ncnc32)[C@H](O)[C@@H]1O returned TbPYK inhibitor 0.3%.
`CCOc1ccccc1NC(=O)CCc1c(C)nc2c3cccnc3nn2c1C` gave TbPYK inhibitor -1.1%.
`CCN(C(=O)c1cn(C)c(=O)c2ccccc12)c1cccc(C)c1` gave TbPYK inhibitor -3.5%.
Screening Cn1c(SCc2ccccc2F)nc2ccccc2c1=O returned TbPYK inhibitor 5.6%.
O=C1[C@H]2[C@@H](c3ccc(C(F)(F)F)cc3)N[C@]3(CCCN(CC4CCCCC4)C3=O)[C@H]2C(=O)N1Cc1ccccc1 was read as TbPYK inhibitor -2.3%.
`O=C(CNC(=O)N1CC(=O)Nc2ccccc21)Nc1ccc(Br)cc1F` gave TbPYK inhibitor 8.1%.
Screening CCOC(=O)CSc1nc2cc3c(cc2c(=O)n1CCCC(=O)NCc1ccc2c(c1)OCO2)OCO3 returned TbPYK inhibitor 1.5%.
`COc1cccc(-c2nc(SCc3ccc(C)cc3)n3[nH]c(=O)cc3n2)c1` gave TbPYK inhibitor 3.1%.
Screening COc1cccc(C(C)(O)c2nc(-c3ccc(S(C)(=O)=O)cc3)cs2)c1 (stereo not drawn) returned TbPYK inhibitor -2.4%.
COc1ccc(NC(=O)COC(=O)Cc2cccs2)cc1Cl was read as TbPYK inhibitor -8.7%.
`O=C(NN=Cc1ccc2c(c1)OCO2)c1ccncc1` gave TbPYK inhibitor 2.4%.
Screening O=C(O)C(c1ccccc1)C(O)c1ccc2c(c1)OCO2 (stereo not drawn) returned TbPYK inhibitor 0.0%.
Screening Cc1ccc(S(=O)(=O)NC(=O)C2(C)CCN2C(=O)c2ccccc2)nc1 (stereo not drawn) returned TbPYK inhibitor 0.5%.
Cc1ccc(-c2cc3nc(C)cc(N4CCN(C(=O)c5ccoc5)CC4)n3n2)cc1 was read as TbPYK inhibitor 10.3%.
Screening COc1cc(OC)cc(-n2nnc(-c3nc(-c4ccccc4Cl)no3)c2N)c1 returned TbPYK inhibitor 0.6%.
Screening COCC#Cc1ccc2c(c1)O[C@@H](CN(C)C(=O)Nc1ccc(OC)cc1)[C@H](C)CN([C@H](C)CO)S2(=O)=O returned TbPYK inhibitor 5.2%.
`COc1ccc(NC(=O)CCCn2c(=O)c3cccn3c3cccnc32)cc1Cl` gave TbPYK inhibitor 0.4%.
Cc1cc(N)nc(=O)n1C1CC(O)C(CO)O1 (stereo not drawn) was read as TbPYK inhibitor -7.7%.
Screening OCCNc1ncnc2c1ncn2[C@H]1CN(Cc2ccc(Cl)cc2)C[C@@H](CO)O1 returned TbPYK inhibitor -3.2%.
Screening Cc1noc(C)c1COc1ccccc1C(=O)N1CCN(S(=O)(=O)c2ccccc2C#N)CC1 returned TbPYK inhibitor 2.7%.
Screening Cc1cccc(-c2nc3nc(C)cc(NCc4ccccc4Cl)n3n2)c1 returned TbPYK inhibitor -0.5%.
Screening COc1cccc2c1C(=O)CC1C2CCC2CC(=O)CCC21C (stereo not drawn) returned TbPYK inhibitor -9.8%.
Screening O=S(=O)(Nc1ccc(NS(=O)(=O)c2ccccc2)c2ccccc12)c1ccccc1 returned TbPYK inhibitor -1.1%.
For CCc1ccc(Sc2cc(C(=O)NCCCN3CCCC(C)C3)c3ccccc3n2)cc1 (stereo not drawn) the results were TbPYK inhibitor -7.2%.
COc1ccc(-c2cc3ccc(O)c(CN4CCCC4)c3oc2=O)cc1 was read as TbPYK inhibitor -3.7%.
CSc1ncc(C(=O)N2CCN(c3cc(C)ccc3C)CC2)c(C)n1 was read as TbPYK inhibitor -1.8%.
CCOC(=O)c1ccc(N2C(=O)c3n[nH]c(C)c3C2c2ccc(C(C)C)cc2)cc1 (stereo not drawn) was read as TbPYK inhibitor -2.7%.
For COc1ccc(NC(=O)Nc2nc(C(N)Cc3ccc(C(F)(F)F)cc3)cs2)cc1 (stereo not drawn) the results were TbPYK inhibitor -1.9%.
`CN1C[C@@H]2[C@@H]3C(=O)N(Cc4ccccc4)C(=O)[C@@H]3[C@](Cc3ccccc3)(C1=O)N2C(=O)c1ccc(Cl)cc1` gave TbPYK inhibitor 0.4%.
CCOCCCNC(=O)C(c1ccc(C)cc1)N(Cc1ccc2c(c1)OCO2)C(=O)c1ccc(NC(C)=O)cc1 (stereo not drawn) was read as TbPYK inhibitor 3.4%.
For Cc1ccc(-c2nnc(Nc3ccc(OC(F)(F)Cl)cc3)c3ccccc23)cc1S(=O)(=O)NC(C)(C)CO the results were TbPYK inhibitor -2.3%.
For COc1ccccc1CN1CC[C@@]2(CCCN(S(C)(=O)=O)C2)C1 the results were TbPYK inhibitor 0.0%.
Screening CCCCN1C(=O)NC(c2cccc([N+](=O)[O-])c2)C(C(=O)OCC)=C1C (stereo not drawn) returned TbPYK inhibitor -3.9%.
Screening COc1ccc(-c2ccc3nccn3c2)cc1 returned TbPYK inhibitor -0.6%.
Screening CCCOc1cccc(C(=O)N(Cc2ccc(C)o2)C2CCS(=O)(=O)C2)c1 (stereo not drawn) returned TbPYK inhibitor -2.4%.
CCc1ccc(C#CC2=CC(=O)CC(C)(C)C2)cc1 was read as TbPYK inhibitor 1.6%.
`Cc1cccc(CNC(=O)c2ccc(Cn3c(=O)c4cccn4c4cccnc43)cc2)c1` gave TbPYK inhibitor -3.7%.
Screening COc1ccc(C[C@@H]2OC3(C=CC(=O)C=C3)O[C@H]2Cc2ccc(OC)cc2)cc1 returned TbPYK inhibitor -17.5%.
Cc1cccc(S(=O)(=O)NC(=O)C2(C)CCN2C(=O)Cc2ccc(-c3ccccc3)cc2)c1 (stereo not drawn) was read as TbPYK inhibitor 1.6%.
O=c1c2c3nc4ccccc4nc3n(CCN3CCOCC3)c2ncn1CCN1CCOCC1 was read as TbPYK inhibitor -4.7%.
`O=C(NCCc1cccc(F)c1)C1CC(O)CN1C(=O)Nc1ccccc1` (stereo not drawn) gave TbPYK inhibitor -12.0%.

Three compounds drawn at random from those above, as already listed:
`Cc1cccc(CNC(=O)c2ccc(Cn3c(=O)c4cccn4c4cccnc43)cc2)c1` gave TbPYK inhibitor -3.7%.
Screening COc1ccc(C[C@@H]2OC3(C=CC(=O)C=C3)O[C@H]2Cc2ccc(OC)cc2)cc1 returned TbPYK inhibitor -17.5%.
Screening CCCOc1cccc(C(=O)N(Cc2ccc(C)o2)C2CCS(=O)(=O)C2)c1 (stereo not drawn) returned TbPYK inhibitor -2.4%.

Next part
For CCCCCCCCNCCS(=O)(=O)NCCCCCCCC the results were TbPYK inhibitor -4.1%.
Screening O=C(COC(=O)c1cc(S(=O)(=O)N2CCOCC2)ccc1F)Nc1ccccc1C(F)(F)F returned TbPYK inhibitor 1.8%.
CC(=O)OC1CCC2C3CCC4=C(CC(F)C(=O)C4)C3CCC12C (stereo not drawn) was read as TbPYK inhibitor 6.1%.
Screening O=C1CC2(CCN1)CCN(Cc1ccccc1)CC2 returned TbPYK inhibitor 0.4%.
Screening COc1ccc(-c2cc(OC(=O)c3ccc(F)cc3)c3c(C)oc(C)c3c(=O)c2)cc1OC returned TbPYK inhibitor 2.4%.
For CCOc1ccc(C2CC(=O)NC(NC(=O)c3cccc(Cl)c3)=N2)cc1 (stereo not drawn) the results were TbPYK inhibitor -4.9%.
Screening COc1cccc(NC(=O)CCc2nc(-c3ccc(C(C)(C)C)cc3)no2)c1 returned TbPYK inhibitor -13.5%.
For Cc1cccc(NC(=O)c2c(N)sc3c2CCC(C)C3)c1 (stereo not drawn) the results were TbPYK inhibitor -27.9%.
c1ccc(Oc2cccc(Oc3ccccc3)n2)cc1 was read as TbPYK inhibitor 0.0%.
Cc1c(C(=O)c2ccc3c(c2)OCO3)ccc2c1OCO2 was read as TbPYK inhibitor -3.1%.
`O=C(Nc1cc(S(=O)(=O)N2CCOCC2)ccc1N1CCCC1)c1ccccc1F` gave TbPYK inhibitor -3.9%.
`Cc1cccc(NC(=S)N2CCC(C(=O)c3ccc(F)cc3)CC2)c1` gave TbPYK inhibitor -13.0%.
Screening CC(=O)c1cc(-c2ccccc2)n(CC(=O)NC2CCCCCC2)c1C returned TbPYK inhibitor -5.5%[15.4 µM].
Cc1cc(NC(=O)CSc2ncc(C(=O)Nc3ccccc3)c(=O)n2C)no1 was read as TbPYK inhibitor 2.7%.
Screening O=C(Nc1ccccc1C(F)(F)F)c1noc2c1CCCC2 returned TbPYK inhibitor 1.4%.
For O=C(Nc1ccc(S(=O)(=O)Nc2cnc3ccccc3n2)cc1)c1ccc(Cl)cc1Cl the results were TbPYK inhibitor 5.8%.
O=C(NCC(c1ccc2c(c1)OCO2)N1CCN(c2ccc(F)cc2)CC1)c1cccc([N+](=O)[O-])c1 (stereo not drawn) was read as TbPYK inhibitor -0.7%.
CCOC(=O)N1CCc2c(sc(NCc3cccc(F)c3)c2C(=O)Nc2ccccc2OCC)C1 was read as TbPYK inhibitor inconclusive.
COc1ccc(-n2c(/C=C/c3cccc4ccccc34)nc3ccccc3c2=O)cc1OC was read as TbPYK inhibitor 0.1%.
Screening Cc1ccc(C(=O)NN=C2CCCC2)cc1C returned TbPYK inhibitor -10.1%.

Structures from the list above containing a CF3 group:
O=C1[C@H]2[C@@H](c3ccc(C(F)(F)F)cc3)N[C@]3(CCCN(CC4CCCCC4)C3=O)[C@H]2C(=O)N1Cc1ccccc1 was read as TbPYK inhibitor -2.3%.
For COc1ccc(NC(=O)Nc2nc(C(N)Cc3ccc(C(F)(F)F)cc3)cs2)cc1 (stereo not drawn) the results were TbPYK inhibitor -1.9%.
Screening O=C(COC(=O)c1cc(S(=O)(=O)N2CCOCC2)ccc1F)Nc1ccccc1C(F)(F)F returned TbPYK inhibitor 1.8%.
Screening O=C(Nc1ccccc1C(F)(F)F)c1noc2c1CCCC2 returned TbPYK inhibitor 1.4%.

Continued:
Screening CCc1ccc(-c2nc(CS(=O)CC(=O)NCCc3ccc(C)cc3)c(C)o2)cc1 (stereo not drawn) returned TbPYK inhibitor 3.9%.
CC(=O)c1ccc(N2CCN(S(=O)(=O)c3c(C)nc4sc(C)cn4c3=O)CC2)cc1 was read as TbPYK inhibitor -0.9%.
O=C(COCc1cc(-c2cccs2)on1)Nc1cc(C(F)(F)F)ccc1Cl was read as TbPYK inhibitor -1.2%.
For Cc1cc(C)cc(NC(=O)c2oc3ccc4c(c3c2C)C(=O)CC(C)(C)O4)c1 the results were TbPYK inhibitor -5.0%.
Nc1c(-c2nc(-c3cccs3)no2)nnn1-c1ccc(Cl)cc1 was read as TbPYK inhibitor -3.5%.
For CCCOc1ccc(C(=O)Nc2ccc(NC(=O)c3ccccc3)c(C)c2)cc1 the results were TbPYK inhibitor 4.7%.
`CCCCOC(=O)c1ccc(NC(=O)c2cc(-c3ccccc3)on2)cc1` gave TbPYK inhibitor 2.2%.
CCOC(=O)C1(c2ccccc2)CCN(CCC(=O)Nc2ccc(OC)cc2)CC1 was read as TbPYK inhibitor -0.5%.
Screening COc1ccc(-c2c(C(=O)c3ccccc3)[nH]c(N)c2C(N)=O)cc1OC returned TbPYK inhibitor -0.2%.
For COc1ccc(OC)c(/C=N/NC(=O)C(=O)N/N=C/c2cc(OC)ccc2OC)c1 the results were TbPYK inhibitor -6.6%.
COC(=O)N1CCCc2cc(S(=O)(=O)NCc3ccccc3)ccc21 was read as TbPYK inhibitor -9.5%.
O=C(Nc1ccc(Cc2ccc(NC(=O)Nc3cccnc3)cc2)cc1)Nc1cccnc1 was read as TbPYK inhibitor -15.8%.
`CC12CCC3C(CCC4CC(=O)OCC43C)C1CCC2O` (stereo not drawn) gave TbPYK inhibitor 7.0%.
For COc1ccc(CNC(=O)c2ccc3c(c2)N(Cc2ccccc2)C(=O)c2ccccc2S3=O)cc1 (stereo not drawn) the results were TbPYK inhibitor 1.7%.
Screening CCN(CC)S(=O)(=O)c1cc(NC(=O)c2ccccc2OCc2c(C)noc2C)ccc1C returned TbPYK inhibitor 3.9%.
O=C1NC[C@@H](CCCCN2C[C@H](Cc3ccc(O)cc3)N(CCc3ccc(O)cc3)C(=O)C2=O)N(CCc2ccccc2)C1=O was read as TbPYK inhibitor -1.4%.
`COc1ccc(-n2c(=O)c3c4c(sc3n3c(SC(C)C)nnc23)COC(C(C)C)C4)cc1` (stereo not drawn) gave TbPYK inhibitor 4.6%.
Screening CCc1nc2ccc(C(=O)NCc3ccccc3C)cc2nc1CC returned TbPYK inhibitor -11.3%.
`CCOC(=O)C1(Cc2ccccc2)CCCN(C(=O)COc2ccccc2OC)C1` (stereo not drawn) gave TbPYK inhibitor 3.9%.
O=S1(=O)N[C@@H](Cc2ccccc2)COc2cccc(N3CCC[C@H]3CO)c21 was read as TbPYK inhibitor 0.3%.
Screening Nc1nc2cc(Cl)ccc2cc1C(=O)NCCCc1ccccc1 returned TbPYK inhibitor -0.4%.
